D2 antagonist: HTS Assay for Allosteric Antagonists of the Human D2 Dopamine Receptor: Primary Screen for Antagonists | D(2) dopamine receptor (Homo sapiens), P14416 | HEK293 TREx D2 cells, calcium flux, dopamine EC80 | inhibition, % at 10 µM | 340,000 tested, 2% active | AID 485344, 2010; in the data active = inhibition above about 30%; note: 0% is about no effect
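HEK293 T-REx D2 cells, tet-induced, calcium dye no-wash. Cpd pintool add, 180 s kinetic, then EC80 DA, 180 s kinetic. Ca flux read.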
PI4K2A inh: qHTS for small molecular inhibitors of PI4K2A; Phosphatidylinositol 4-kinase type 2-alpha (Homo sapiens), Q9BTU6; purified PI4K2A, ADP-Glo luminescence, 1 h; active compounds read low; activity change, negative = inhibition, % at 76.9 µM; 420,000 tested, 0.13% active; AID 1346378, 2018; in the data active = activity change below about -50%; inconclusive = mostly about -30% to -49%;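 note: -100% = wells without enzyme as full effect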
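ADP-Glo luminescence measured ADP generated by PI4K2A enzyme (4 ug/mL before mixing) with 1.2 mM PI substrate (pre-mix) and 300 microM ATP (pre-mix). Tris pH7.5 buffer with MgCl2, Triton X-100; 1 h reaction at ambient temperature.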
TRHR enhancer: qHTS for Small Molecule Agonists and Allosteric Enhancers of Human TRH Receptor: Primary Screen for Enhancers; Thyrotropin-releasing hormone receptor (Homo sapiens), P34981; TRHR cells, fluo-8 calcium fluorescence, EC20 TRH enhancement; enhancement, % at 2 µM; 360,000 tested, 0.66% active; AID 493056, 2011; in the data active = enhancement above about 30%; note: 0% is about no effect
Target sequence (P34981 whole entry, looked up): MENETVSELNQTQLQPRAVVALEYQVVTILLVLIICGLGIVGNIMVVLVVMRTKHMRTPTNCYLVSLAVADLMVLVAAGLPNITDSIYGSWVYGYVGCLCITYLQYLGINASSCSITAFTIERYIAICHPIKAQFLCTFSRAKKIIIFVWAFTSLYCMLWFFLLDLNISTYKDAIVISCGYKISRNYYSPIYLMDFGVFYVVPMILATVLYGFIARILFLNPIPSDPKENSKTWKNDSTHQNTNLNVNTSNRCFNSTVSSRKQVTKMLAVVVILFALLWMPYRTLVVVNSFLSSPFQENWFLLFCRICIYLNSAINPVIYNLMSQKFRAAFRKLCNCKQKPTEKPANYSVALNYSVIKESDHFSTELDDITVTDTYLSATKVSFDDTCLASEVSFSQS
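TRHR-expressing cells loaded with fluo-8 calcium dye were read kinetically (ex 480/em 530) during compound addition, then stimulated with an EC20 of TRH (10 nM final). Enhancement of the Gq-mediated intracellular calcium response was scored.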
TrxR1 substrate: qHTS Assay for Substrates of Mammalian Selenoprotein Thioredoxin Reductase 1 (TrxR1): qHTS. AID 588456, 2011. purified TrxR1 substrate turnover, NADPH consumption readout. 390,000 tested, 0.01% active. Potency, µM (series often up to 114 µM), for the others: at the top dose activity change, negative = substrate turnover. Thioredoxin reductase 1, cytoplasmic (Rattus norvegicus), O89049; note: potency is the fitted concentration of half-maximal effect; % is set by controls: 0 for no effect and ±100 for the full control effect; nearly all actives have a fitted effect of over 50% in size
Target sequence (O89049 whole entry, looked up): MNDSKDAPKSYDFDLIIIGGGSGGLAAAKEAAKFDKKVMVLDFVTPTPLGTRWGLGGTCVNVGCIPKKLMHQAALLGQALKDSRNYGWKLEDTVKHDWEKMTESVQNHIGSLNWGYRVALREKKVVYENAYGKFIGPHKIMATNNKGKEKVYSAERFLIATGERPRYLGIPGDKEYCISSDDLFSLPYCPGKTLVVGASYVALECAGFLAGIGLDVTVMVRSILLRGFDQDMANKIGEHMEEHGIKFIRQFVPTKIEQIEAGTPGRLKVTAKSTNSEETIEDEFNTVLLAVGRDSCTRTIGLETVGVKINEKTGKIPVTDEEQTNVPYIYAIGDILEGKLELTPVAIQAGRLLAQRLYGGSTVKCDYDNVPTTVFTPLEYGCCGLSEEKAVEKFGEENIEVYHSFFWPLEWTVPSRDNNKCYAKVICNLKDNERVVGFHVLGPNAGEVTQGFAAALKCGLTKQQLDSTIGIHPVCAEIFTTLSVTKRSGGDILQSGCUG
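Rat TrxR1, dispensed at 90 nM, was prereduced with 400 uM NADPH (final) for 5 min at ~22 deg C, then incubated with compound 15 min before 400 uM selenite. A first-read NADPH fluorescence drop versus no-compound background flagged substrates.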
TRHR agonist: qHTS for Small Molecule Agonists and Allosteric Enhancers of Human TRH Receptor: Primary Screen for Agonists; activation, % at 2 µM; AID 493084, 2011; 360,000 tested, 0.18% active; TRHR cells, calcium flux fluo-8, FDSS agonist mode; in the data active = activation above about 30%; note: 0% is about no effect
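Fluo-8-loaded TRHR cells; 10 s baseline, compound added, kinetic Ca2+ fluorescence read 1/s, agonist mode.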
rTrxR1 inhibitor: qHTS Assay for Inhibitors of Mammalian Selenoprotein Thioredoxin Reductase 1 (TrxR1): qHTS; AID 588453, 2011; Thioredoxin reductase 1, cytoplasmic (Rattus norvegicus), O89049; 390,000 tested, 1% active; recombinant rTrxR1, NADPH fluorescence consumption, selenite substrate; Potency, µM (highest dose often 114 µM), inactives show top-dose activity change, negative = inhibition, most hits filed as inhibitors; note: potency is the fitted concentration of half-maximal effect; % is set by controls: 0 for no effect and ±100 for the full control effect; nearly all actives have a fitted effect of over 65% in size
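Rat TrxR1 (90 nM in the dispensed reagent) was pre-reduced with 400 uM NADPH for 5 min at room temperature, then incubated with compound for 15 min. After 400 uM selenite was added, NADPH fluorescence (Ex 340/Em 450 nm) was followed for 8 min.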
D2 ag: HTS Assay for Allosteric Agonists of the Human D2 Dopamine Receptor: Primary Screen for Agonists; HEK293 T-REx D2 cells, calcium flux agonist mode; activation, % at 2 µM; 340,000 tested, 0.53% active; AID 485358, 2010;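 active = activation over 3 SD above normal in the single-dose calcium agonist read, cut at about 30% in these data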; note: 0% is about no effect
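Tetracycline-induced HEK293 Trex cells with D2 receptor force-coupled to calcium signaling, plated overnight at 30 C and loaded with no-wash calcium dye. Calcium flux read kinetically for 180 s after compound addition; responses flag agonists.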
USP1-UAF1 inh: Inhibitors of USP1/UAF1: Primary Screen | Potency, µM (titrated, usually from 57.1 µM), for inactives: at the highest dose activity change, negative = inhibition, hits mostly inhibitors | Ubiquitin carboxyl-terminal hydrolase 1 (Homo sapiens), O94782 | recombinant USP1/UAF1, Ub-Rhodamine cleavage fluorescence | 390,000 tested, 0.23% active; note: potency is the fitted concentration of half-maximal effect; % is set by controls: 0 for no effect and ±100 for the full control effect; nearly all actives have a fitted effect of over 60% in size; inactives centre near -12
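In this screen, compounds sit with the deubiquitinase complex (1nM) for 15 min at room temperature before Ub-Rho is added at 150nM final. Fluorescence rise is then followed for 6 reads every 60 seconds.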
IDH1 R132H inh: qHTS for Inhibitors of mutant isocitrate dehydrogenase 1 (IDH1): qHTS; Isocitrate dehydrogenase [NADP] cytoplasmic (Homo sapiens), O75874; IDH1-R132H enzyme, NADPH consumption, diaphorase/resazurin fluorescence; Potency, µM (series often up to 76.6 µM), without a hit: top-dose activity change, negative = inhibition, actives largely listed as inhibitors; 390,000 tested, 0.093% active; AID 602179, 2012; note: potency is the fitted concentration of half-maximal effect; % is set by controls: 0 for no effect and ±100 for the full control effect; nearly all actives have a fitted effect of over 65% in size
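IDH1-R132H (0.5 ug/mL dispensed) in pH 7.5 Tris buffer was preincubated 30 min with compound, then given a substrate mix of 0.016 mM NADPH and 2 mM alpha-KG for 80 min at room temperature; remaining NADPH was read by diaphorase/resazurin fluorescence.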
Numbers without * were called inactive; ? = inconclusive; . = not tested or not shown; & = joins results of further samples; [ ] = another dose, or the depositor's remark. Unless noted, calls come from the whole dose curve; as a rule, active = well fitted inhibition curve with a large enough effect; inconclusive = small, poorly fitted or top-dose-only effect; inactive = no such curve, though single readings can be large or run the other way.

SMILES | D2 antagonist | PI4K2A inh | TRHR enhancer | TrxR1 substrate | TRHR agonist | rTrxR1 inhibitor | D2 ag | USP1-UAF1 inh | IDH1 R132H inh
Cc1ccc(C)c(NC(=O)Cn2c([N+](=O)[O-])cnc2C)c1 | -17 | -5 | -3 | 11%[57.1 µM] | 0.4 | 7%[57.1 µM] | 0.1 | -19% | -2%
COC(=O)c1cc(Cl)c(NC(=O)/C=C/c2ccc(Cl)cc2)cc1OC | -9 | -1 | -5 | 32% | -0.9 | 5% | -0.5 | -13% | 4%
CCOc1ccc(Sc2cc(C(=O)NCCCOC)c3ccccc3n2)cc1 | . | -2 | -7 | -1%[57.1 µM] | -1.4 | 17%[57.1 µM] | 0.1 | -4% | 4%
CCOc1ccc(OC(=O)c2cccc(S(=O)(=O)N3CCN(C)CC3)c2)cc1 | -4 | 2 | 7 | 5% | 0.0 | 16% | -0.5 | -11% | 4%
Cc1ccc(NS(=O)(=O)c2cc(NC(=O)c3cc4c(s3)CCCC4)ccc2C)c(C)c1 | . | 3 | 7 | -1% | 0.3 | 1% | . | -18% | -2%
CC(C)N(Cc1cc2ccccc2[nH]c1=O)C(=O)C1CCCCC1 | 4 | -17 | 5 | 6% | -0.7 | 17% | 0.2 | 4% | 4%
CSCC[C@H](NC(=O)c1cccc(S(=O)(=O)N2CCCCCC2)c1)c1nc2ccccc2[nH]1 | . | -6 | . | 4%[57.1 µM] | . | -7%[2.29 µM] | . | -10% | -8%
COC(=O)[C@@H]1C[C@H]2CC[C@H](O)C[C@H]2N1Cc1ccc(C(F)(F)F)cc1 | -4 | -1 | 4 | 4% | 0.2 | -9% | 0.3 | -23% | 6%
CS(=O)(=O)c1ccc(C(=O)CN2C(=O)NC3(CCCc4ccccc43)C2=O)cc1 (stereo unspecified) | 2 | -13 | -11 | 11% | 0.3 | 32% | 0.6 | -22% | 14%
C=CC[n+]1c(C)csc1Nc1ccc(C)cc1 | 5 | 3 | -1 | -10%[57.1 µM] | -1.0 | 7%[57.1 µM] | -1.2 | -2% | 8%
CCCCOc1ncnc2c1[nH]c1ccc(OC)cc12 | 4 | -6 | 1 | 10% | -0.1 | 18% | -0.2 | -14% | -5%
O=C(Nc1ccc(S(=O)(=O)N2CCC(c3nc4ccccc4s3)CC2)cc1)c1ccccc1F | . | -7 | -2 | 5% | 0.6 | 1% | 1.3 | -2% | 0%
COc1ccc(N2CCN(C(=O)c3ccccc3NS(=O)(=O)c3ccccc3)CC2)cc1 | -8 | -9 | 10 | -6% | -0.3 | -2% | 2.0 | -8% | 8%
N#Cc1cc2cc3c(cc2nc1SCC(=O)OC1CCCCC1)OCO3 | 8 | 4 | -2 | 8% | 2.2 | 10% | 1.6 | ? | 4%
CCOc1ccc(/C=N/NC(=O)c2ccccc2C)cc1CN1CC2CC(C1)c1cccc(=O)n1C2 (stereo unspecified) | 8 | 1 | -3 | 4% | -1.3 | 17% | -1.1 | -27% | -16%
CN(CC(=O)Nc1ccc(F)cc1)C(=O)COC(=O)/C=C/c1ccc(OC(F)F)cc1 | -20 | 1 | 21 | -10% | -0.2 | 9% | 1.3 | 1% | -3%
COc1ccc(NC(=O)CS(=O)(=O)c2ccccc2Cl)cc1 | 15 | 2 | 1 | -2% | 0.7 | -20% | -0.3 | -25% | -3%
O=C(Cn1nnc(-c2ccccc2F)n1)NCCc1ccccc1 | -30 | 4 | -5 | 2% | -0.3 | 15% | -1.0 | -18% | 16%
O=C(NCc1cccs1)[C@@H]1CSC2c3ccccc3C(=O)N21 (stereo partly specified) | 17 | -11 | -6 | -2%[57.1 µM] | 1.2 | 28%[57.1 µM] | 0.1 | -27% | 3%
Cc1csc(NC(=O)c2ccc(C(=O)Nc3nc(C)cs3)cc2)n1 | -19 | . | 5 | . | 1.0 | . | 2.1 | . | .
O=C1c2ccccc2C(=O)N1CCSc1nc2ccccc2c(=O)n1CCCN1CCOCC1 | -4 | 2 | -2 | -1%[57.1 µM] | 0.4 | ? | 0.4 | -5% | 4%
CCOc1ccc(OCC)c(NS(=O)(=O)c2cc(-c3cnc(C)o3)ccc2OC)c1 | . | -7 | -1 | 3%[57.1 µM] | -0.3 | 13%[57.1 µM] | 2.1 | -19% | -3%
CC1CCN(S(=O)(=O)c2ccc3c(c2)c(=O)c(C(=O)NCc2ccc(Cl)cc2)cn3C)CC1 | . | 0 | 4 | -5% | 0.4 | 13% | -0.5 | -13% | 12%
CC(=O)Nc1ccc(S(=O)(=O)NCc2csc(C)n2)cc1 | -2 | 2 | 3 | 6% | 0.1 | 13% | 0.7 | -9% | -1%
COc1ccc(CCC(=O)NCCOc2ccc(C)cc2)cc1 | -1 | 8 | 1 | 5%[57.1 µM] | 0.1 | -8%[57.1 µM] | 0.1 | -14% | 2%
CCCN(C(=O)c1nn(-c2ccc(OC)c(Cl)c2)c(=O)c2c1c1ccccc1n2C)c1ccccc1F | . | 4 | -1 | 2% | 0.3 | 34% | -0.1 | 2% | 0%
Cc1c(C(=O)O)sc(S(=O)(=O)N2CCN(C(=O)Cc3ccccc3Cl)CC2)c1C(=O)O | 16 | 0 | -1 | 4% | -0.3 | 7% | -0.8 | -7% | 4%
O=C(CN1C(=O)NC2(CCCCC2)C1=O)N1CCOCC1 | -11 | -4 | 3 | 2% | 0.0 | -4% | -0.4 | -11% | 1%
Cc1cc(NC(=O)NN2CCOCC2)nn1-c1c(Cl)cccc1Cl | . | 0 | 2 | -23%[11.4 µM] | 0.3 | 23%[11.4 µM] | . | -16% | 8%
O=C(Cn1nc(CNc2ccc(Cl)cc2)[n+]2c1CCCCC2)c1ccc(Cl)cc1 | 1 | -2 | -2 | 8%[57.1 µM] | -0.6 | -6%[57.1 µM] | 2.1 | -19% | 3%
c1ccc(COc2ncnc3c2ncn3CCCNCc2ccc3c(c2)OCO3)cc1 | . | 1 | . | -2% | . | ? | . | -33% | 3%[38.3 µM]
COc1ccc(NC(=O)CCCc2nnc3n(CCC(C)C)c(=O)c4sccc4n23)c(OC)c1 | . | 0 | 6 | 1% | -0.6 | 21% | 0.7 | 13% | -13%
Cc1ccc(C(C)C)c(OCCCN(C)Cc2ccccc2)c1 | -5 | 1 | -8 | 2% | 0.8 | 4% | -0.2 | -12% | 4%
S=C(NCc1cccnc1)Nc1cccc(Cl)c1 | -13 | 1 | 26 | 6% | 0.4 | 0% | 0.2 | -10% | -4%
CCOC(=O)C1CCN(C(=O)c2cccc(S(=O)(=O)N3CCCc4ccccc43)c2)CC1 | . | -1 | . | 19%[57.1 µM] | . | 33%[57.1 µM] | . | -18% | -5%
O=C(Cn1ccccc1=O)Nc1ccc(Cl)c(S(=O)(=O)N2CCCCC2)c1 | 24 | -1 | -7 | -2% | 0.7 | 9% | 0.1 | -11% | -4%
COc1ccccc1N1C(=O)CC(c2ccccc2)CC1=O | 5 | 4 | 2 | 12%[57.1 µM] | 1.8 | 23%[57.1 µM] | 1.5 | -5% | 14%
CCN(CC)S(=O)(=O)c1ccc(NC(=O)CN(c2ccc(OC)cc2OC)S(C)(=O)=O)cc1 | 0 | -2 | -3 | 8%[57.1 µM] | 1.1 | 4%[57.1 µM] | 0.2 | -14% | 1%
Cc1cccc(N(C)C(=O)CN2C(=O)COc3ccc(S(=O)(=O)N4CCCCCC4)cc32)c1 | -6 | -5&-1 | 3&-8 | -13%&0% | 16&20 | -7%&11% | 10&17 | -13%&-25% | -6%&-2%
CC(C)c1ccc(S(=O)(=O)c2cn(CC(=O)Nc3ccc(F)cc3)c3ccccc3c2=O)cc1 | . | 2 | 2 | 3% | 0.1 | 5% | 0.4 | -16% | -8%
O=C1C(Cl)=C(NCC2CCCO2)C(=O)N1CCc1ccccc1 (stereo unspecified) | 0 | 7 | 5 | -3% | -1.1 | -20% | -1.8 | -2% | -2%
OCc1cn(-c2ccccc2)nn1 | -3 | 0 | -1 | -1%[57.1 µM] | 0.3 | 0%[57.1 µM] | 1.2 | -19% | -8%
O=[N+]([O-])c1ccccc1S(=O)(=O)Nc1ccn(Cc2c(F)cccc2Cl)n1 | 3 | -2 | -2 | 6%[57.1 µM] | 0.1 | 10%[57.1 µM] | 0.1 | -19% | 2%
COCCCn1c(SCc2nnc(-c3ccc(OC)c(OC)c3)o2)nc2ccccc2c1=O | . | 0 | 7 | 1% | -0.1 | 14% | . | -11% | 2%
Cc1ccc(S(=O)(=O)Nc2nc3ccc(S(=O)(=O)N4CCCC4)cc3s2)cc1 | -25 | 1 | -3 | -4% | 0.1 | -3% | -0.4 | -27% | -8%

Given with two lines to a compound: 2 of the compounds above.
Sequence of screens – D2 antagonist | PI4K2A inh | TRHR enhancer | TrxR1 substrate | TRHR agonist | rTrxR1 inhibitor | D2 ag | USP1-UAF1 inh | IDH1 R132H inh
- OCc1cn(-c2ccccc2)nn1
→ -3 | 0 | -1 | -1%[57.1 µM] | 0.3 | 0%[57.1 µM] | 1.2 | -19% | -8%
- Cc1ccc(S(=O)(=O)Nc2nc3ccc(S(=O)(=O)N4CCCC4)cc3s2)cc1
→ -25 | 1 | -3 | -4% | 0.1 | -3% | -0.4 | -27% | -8%

Screening data as filed in PubChem.

Rows are unselected, and some 3.9% of all compounds hit somewhere here.
